# HKDC1 inh = blocks human hexokinase HKDC1 activity; recombinant HKDC1, G6PDH/diaphorase resazurin coupled fluorescence; 340,000 compounds, 0.16% hits; AID 493160; inhibition, % at 20 µM; Q2TB90;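 active = inhibition above about 35% when tested at 20 µM, limit read from the data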;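 note: plate controls were DMSO wells with enzyme for no effect and DMSO wells lacking enzyme for full effect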
# Target sequence (Q2TB90 whole entry, looked up): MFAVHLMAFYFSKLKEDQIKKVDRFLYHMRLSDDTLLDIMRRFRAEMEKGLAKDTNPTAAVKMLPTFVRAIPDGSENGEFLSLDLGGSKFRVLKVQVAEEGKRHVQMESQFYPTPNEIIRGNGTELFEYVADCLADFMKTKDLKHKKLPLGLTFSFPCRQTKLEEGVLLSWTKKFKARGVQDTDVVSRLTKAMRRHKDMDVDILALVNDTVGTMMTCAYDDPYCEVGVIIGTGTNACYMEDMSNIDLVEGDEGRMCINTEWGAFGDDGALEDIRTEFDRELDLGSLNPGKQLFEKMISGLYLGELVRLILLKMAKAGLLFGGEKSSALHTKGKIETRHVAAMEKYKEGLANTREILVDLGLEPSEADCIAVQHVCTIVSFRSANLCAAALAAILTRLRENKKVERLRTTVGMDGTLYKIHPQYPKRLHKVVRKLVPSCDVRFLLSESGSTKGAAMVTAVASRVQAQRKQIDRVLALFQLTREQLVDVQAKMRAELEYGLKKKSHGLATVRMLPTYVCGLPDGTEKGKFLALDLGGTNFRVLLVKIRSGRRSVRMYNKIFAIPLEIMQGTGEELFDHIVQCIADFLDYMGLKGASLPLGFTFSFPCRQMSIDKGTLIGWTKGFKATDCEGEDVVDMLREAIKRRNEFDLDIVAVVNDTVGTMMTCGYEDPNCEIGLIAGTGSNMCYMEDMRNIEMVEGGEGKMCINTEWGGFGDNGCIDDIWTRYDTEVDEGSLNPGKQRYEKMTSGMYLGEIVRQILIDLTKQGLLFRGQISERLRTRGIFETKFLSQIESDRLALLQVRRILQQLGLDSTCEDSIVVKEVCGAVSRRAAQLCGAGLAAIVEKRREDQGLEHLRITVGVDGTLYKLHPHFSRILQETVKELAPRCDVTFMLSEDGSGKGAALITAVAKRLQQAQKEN
#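 Incubation: 90 min at room temperature in dark / Material: recombinant HKDC1 (HK5) hexokinase enzyme, produced in-house / Quantity: enzyme 5 µg/mL final / Compound: one dose of 20 µM, 1% DMSO / Reagent: glucose and ATP substrates / Buffer or medium: Tris pH 8.0 buffer with MgCl2, Tween-20, BSA, BME / Technique: resorufin fluorescence at 613 nm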
# SENP6 inh = blocks the human protease SENP6; AID 2599; Q9GZR1; 330,000 compounds, 1.8% hits; inhibition, % at 10 µM; Recombinant SENP6 catalytic domain, aminoluciferin luminescence;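 active = inhibition above about 50% at the single tested dose, limit read from the data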;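 note: plate controls were DMSO wells with enzyme for no effect and DMSO wells lacking enzyme for full effect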
# SENP8 block-1 = inhibitors of human SENP8 protease | Q96LD8 | purified SENP8, Z-RLRGG-aminoluciferin cleavage, luminescence | inhibition, % at 10 µM | 330,000 compounds, 1.2% hits | AID 2540; in the data active = inhibition above about 50%
# PfGluPho inh = PfG6PD (Plasmodium falciparum) enzyme inhibition; PfGluPho enzyme, NADPH resazurin-diaphorase fluorescence; inhibition, % at 20 µM; 350,000 compounds, 0.78% hits;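 active = inhibition reaching at least a set limit at 20 µM in the primary screen, cut at about 59% in these data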;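 note: 0% = DMSO wells with substrate and 100% = DMSO wells lacking glucose-6-phosphate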
# Apaf-1 inh = blocks human Apaf-1 apoptosome activity; O14727; reconstituted apoptosome caspase-3 activity, DEVD-Rh110 fluorescence; inhibition, % at 20 µM; 330,000 compounds, 0.71% hits; AID 489030; active = inhibition of at least 40% at 20 µM;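 note: plate controls were DMSO wells for no effect and DEVD-CHO caspase inhibitor wells for full effect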
#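 System: Apoptosome proteins | Medium: Hepes pH 7.5 with detergent and BSA | Also added: Cytochrome c trigger plus (Z-DEVD)2-Rh110 caspase-3 substrate | Incubation: 30 min compound preincubation, 50 min activation, room temperature | Detection: Rhodamine 110 fluorescence at Ex 480/Em 540 nm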
# SENP1 inh = inhibitors of human SENP1 SUMO protease catalytic domain. recombinant SENP1 catalytic domain, CyPet-SUMO1-YPet FRET cleavage. inhibition, % at 10 µM. 360,000 compounds, 0.21% hits;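 active = inhibition at least 30% at 10 µM, raw YFP signal under a set limit, fluorescence ratio 0.5 to 1.5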;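 note: 0% = enzyme with DMSO and 100% = no enzyme wells; some results filed as inactive read as strong as hits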
# Target sequence (Q9P0U3 419-644 limits assumed): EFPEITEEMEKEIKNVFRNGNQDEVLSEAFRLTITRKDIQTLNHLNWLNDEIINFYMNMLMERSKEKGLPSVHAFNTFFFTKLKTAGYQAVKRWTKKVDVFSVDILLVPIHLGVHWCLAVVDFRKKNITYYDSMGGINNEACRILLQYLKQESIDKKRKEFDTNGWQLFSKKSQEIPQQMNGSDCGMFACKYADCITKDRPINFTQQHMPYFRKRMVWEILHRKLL
#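 Test system: recombinant human SENP1 catalytic domain, His6-tagged / Medium: pH 8 Tris buffer with EDTA, NaCl, BME, BSA, NP40, catalase / Also added: SUMO1 FRET substrate flanked by Cypet and Ypet, 25 nM / Times: 50 min reaction at room temperature / Signal: FRET, CFP and YFP emission / Control set: no-enzyme low control and enzyme-plus-DMSO high control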
# SENP8 block-2 = SENP8 (human) protease inhibition | 360,000 compounds, 0.64% hits | recombinant SENP8, Nedd8 substrate fluorescence | AID 602440 | Q96LD8 | inhibition, % at 20 µM; in the data active = inhibition mostly above about 40%, no sharp cut-off; inactive = mostly below about 27%
# SENP7 inh = inhibitors of human SENP7 protease. inhibition, % at 5 µM. recombinant SENP7, Z-RLRGG-aminoluciferin luminescence, 40 min. Q9BQF6. 330,000 compounds, 1.5% hits;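 active = inhibition above about 50% at the single test dose, limit read from the data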;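 note: plate controls were DMSO with enzyme for no effect and no enzyme buffer wells for full effect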
# The depositor's hits bear a star; . = no result given.
# A first look, two compounds:
SMILES,HKDC1 inh,SENP6 inh,SENP8 block-1,PfGluPho inh,Apaf-1 inh,SENP1 inh,SENP8 block-2,SENP7 inh
Cc1cc(=O)[nH]c2ccc(S(=O)(=O)NC3CCCCC3)cc12,5,-2,-5,-16,-2,1,4,-9
CC1CCCCN1CC(=O)NC(=O)NCc1ccccc1 (stereo not drawn),-3,17,2,-8,-3,-3,9,2

# The list itself, repeating the preview:
SMILES,HKDC1 inh,SENP6 inh,SENP8 block-1,PfGluPho inh,Apaf-1 inh,SENP1 inh,SENP8 block-2,SENP7 inh
Cc1cc(=O)[nH]c2ccc(S(=O)(=O)NC3CCCCC3)cc12,5,-2,-5,-16,-2,1,4,-9
CC1CCCCN1CC(=O)NC(=O)NCc1ccccc1 (stereo not drawn),-3,17,2,-8,-3,-3,9,2
Cc1ccc(C(=O)N(Cc2ccccc2)C(C)(C)C)cc1C,-4,14,1,-16,12,2,11,-4
CCN(CC(=O)Nc1ccc(NC(C)=O)cc1)C(=O)CSc1ncnc2sc(C)c(C)c12,1,4,3,1,12,41*,13,4
O=C(COc1ccccc1Br)NC1CCCC1,-7,-3,-4,-10,8,2,7,-7
CCn1ncc(C(=O)Nc2ccc([N+](=O)[O-])cc2OC)c1C,-2,-10,-8,29,-18,1,34,8
O=C(C(=O)N1CCCC1CO)N1CCCC1CO (stereo not drawn),-4,-15,-16,-13,0,1,3,4
COc1cc(C(=O)Nc2sc(C(=O)N3CCOCC3)c(C)c2C#N)cc(OC)c1OC,-6,13,4,-21,-5,-14,-58,4
CCc1cc(C(=O)OCC(=O)N2CCC(c3ccccc3)=N2)sc1C,1,-6,-23,2,28,-3,-10,5
Cc1c(NS(=O)(=O)c2ccc(NCC3CCCO3)c([N+](=O)[O-])c2)c(=O)n(-c2ccccc2)n1C (stereo not drawn),-7,-13,-4,8,-17,4,25,8
COc1ccc(C(C)=O)cc1CSc1nnc(Nc2c(C)cccc2C)s1,-4,5,-1,4,14,3,4,3
Cc1ccccc1-n1nnnc1SCC(=O)NNC(=O)c1ccc(NC(=O)CC#N)cc1,-4,-17,0,-4,-9,-1,0,-11
CC(C)(C)Nc1c(-c2ccc(O)cc2)nc2ccc(Cl)cn12,-1,-6,-12,-15,4,-4,-419,0
COc1ccc(-c2csc(NC(=S)NC(=O)c3ccc4ccccc4c3)n2)cc1OC,-1,-2,-10,-14,-4,-1,8,1
Cc1c(C(=O)N2CCC(C)CC2)sc2ncn(CC(=O)N3CCC(C)CC3)c(=O)c12,3,-6,2,-1,5,3,12,6
CCCCOc1ccc(C(=O)N/C(=C/C=C/c2ccccc2)C(=O)NCCCO)cc1,-5,-12,-9,1,13,-3,-54,-5
CC(C)CN1CCC(=O)N([C@H](CSc2ccc(Br)cc2)c2ccccc2)CC1,1,1,-1,13,27,-2,-2,6
COc1ccc(S(=O)(=O)N2CCC(C(=O)N3CCC(C(N)=O)CC3)CC2)cc1Cl,-7,-8,-6,-11,-3,1,7,4
O=[N+]([O-])c1ccc(-c2cnc(NO)nc2)cc1,-5,-16,-1,14,3,2,13,5
Cc1ccccc1N1C(=O)c2cccc3cccc(c23)C1=O,-6,-11,7,7,2,3,-11,4
CCOC(=O)N1CCN(C(=O)C2CC(=O)N(c3ccccc3)C2)CC1 (stereo not drawn),-2,3,-17,14,10,0,-7,-4
COc1ccc(-n2nc([N+](=O)[O-])c(=NCc3ccco3)n2O)cc1,-5,37,9,3,-5,0,10,24
O=C1OC[C@H]2CCCN2C(=O)[C@@H](CC(=O)N(CCO)Cc2ccccc2)C/C=C\CC[C@@H]1Cc1ccc(F)cc1,0,-2,2,5,12,3,4,-4
C=C(CCC(=O)c1ccccc1)C(=O)c1ccccc1,17,.,.,-5,.,1,6,.
O=C(CSc1nc(-c2ccccc2)nc2ccc(F)cc12)Nc1cccc(C(=O)O)c1,0,-13,-13,-40,1,1,27,2
O=[N+]([O-])c1cccc(-c2nnc(C3CC3)o2)c1,1,-23,2,1,-3,1,14,0
CSC(=NC#N)N1CCN(c2ccccc2)CC1,-7,-7,-1,0,-5,1,11,-1
O=[N+]([O-])c1ccc(N2CCCCC2)cc1NCCOc1ccccc1,-4,-3,-10,10,6,2,40*,-2
CCOC(=O)c1c(NC(=O)Cn2cc([N+](=O)[O-])cn2)sc2c1CCC2,11,-40,2,-18,-20,1,16,1
NC1=NC(=O)S/C1=C\c1ccc(O)cc1,4,12,15,3,7,4,13,15
Cc1occc1C(=O)N(C)Cc1nc(-c2ccc(Cl)cc2)no1,2,-10,-11,7,10,0,12,-13
Cc1cc2ncn(CC(C)C)c2cc1C,-5,5,-2,5,0,-1,-1,-9
COc1ccc(OCCCC(=O)Nc2nccs2)cc1,-1,-3,-7,11,1,-1,30,4
Cc1ccoc1C(=O)NCCNC(=O)c1occc1C,3,2,9,-6,-4,0,9,6
CN1CCN(S(=O)(=O)c2cccc(C(=O)N(C)Cc3c(F)cccc3Cl)c2)CC1,0,-5,0,-6,-2,-3,-10,6
O=C(N/N=C/c1ccc([N+](=O)[O-])o1)C1CCCC1,5,7,3,11,2,-2,30,-10
CCCCOc1cccc(-c2cc(C(=O)NNC(=S)NCC)c3ccccc3n2)c1,-20,-2,-16,-1,4,6,-96,-15
CCN(C(=O)Nc1ccccc1OC)c1c(N)n(Cc2ccccc2)c(=O)[nH]c1=O,-7,7,-1,8,-3,-4,2,3
COc1cccc(C(=O)C2CCCN(Cc3cn(CC(N)=O)c4ccccc34)C2)c1 (stereo not drawn),-6,4,-6,-9,11,-1,8,0
CCN1CCCC1CNCc1ccc(OCc2ccc(Cl)nc2)c(OC)c1 (stereo not drawn),-5,-28,4,-7,-15,1,10,1
Cc1cc(C(=O)Nc2ccc(S(=O)(=O)N3CCOCC3)cc2)ccc1[N+](=O)[O-],-4,-28,-16,11,1,-4,1,-3
CCc1cc(=O)oc2cc(OCC(=O)O)c(Cl)cc12,-5,-11,4,-24,-3,-2,-193,-5
COc1ccc(/C=C2/C(=O)OCc3cc(OC)c(OC)cc32)cc1,-7,-23,-12,6,15,0,38,-4
CCn1c(CS(=O)Cc2ccc(Cl)cc2Cl)nnc1SCc1c(Cl)cccc1Cl (stereo not drawn),0,-9,2,11,14,1,-2,8
C=CCN1C(=O)C(Cc2ccc(F)cc2)S/C1=N/N=C/c1cccs1 (stereo not drawn),-5,6,0,-1,22,4,14,-4

# Entries of single compounds, looked up by structure.
# Record of C=CCN1C(=O)C(Cc2ccc(F)cc2)S/C1=N/N=C/c1cccs1 (stereo not drawn) = HKDC1 inh: -5; SENP6 inh: 6; SENP8 block-1: 0; PfGluPho inh: -1; Apaf-1 inh: 22; SENP1 inh: 4; SENP8 block-2: 14; SENP7 inh: -4
# Record of O=C(N/N=C/c1ccc([N+](=O)[O-])o1)C1CCCC1 = HKDC1 inh: 5; SENP6 inh: 7; SENP8 block-1: 3; PfGluPho inh: 11; Apaf-1 inh: 2; SENP1 inh: -2; SENP8 block-2: 30; SENP7 inh: -10
# Record of Cc1cc2ncn(CC(C)C)c2cc1C = HKDC1 inh: -5; SENP6 inh: 5; SENP8 block-1: -2; PfGluPho inh: 5; Apaf-1 inh: 0; SENP1 inh: -1; SENP8 block-2: -1; SENP7 inh: -9

# Continuation:
SMILES,HKDC1 inh,SENP6 inh,SENP8 block-1,PfGluPho inh,Apaf-1 inh,SENP1 inh,SENP8 block-2,SENP7 inh
CCN(CC)S(=O)(=O)c1ccc(N2CCOCC2)c(NC(=O)c2cc(Cl)c3c(c2)OCO3)c1,4,-7,4,2,16,2,0,9
N#Cc1cccc(NC(=O)C2CCCN(C(=O)c3ccc(Cl)cc3)C2)c1 (stereo not drawn),-2,-23,4,4,3,0,1,-11
CCn1c(SCC(=O)Nc2cccc(S(=O)(=O)N(C)c3ccccc3)c2)nnc1C1CC1,-2,-3,-7,5,8,1,8,-8
Cc1ccc(C(=O)Nc2ccc(S(=O)(=O)N3CCc4ccccc43)cc2)o1,2,-20,-3,3,3,0,17,3
Cc1nc(-c2ccc(NC(=O)c3ccccc3)cc2)cs1,-5,97*,94*,20,1,1,4,97*
O=C(CSc1ccc2nnc(CCNC(=O)c3ccccc3)n2n1)NC1CCCC1,3,4,4,-5,-10,-1,-20,-5
COc1c(C)cc(S(=O)(=O)NC2CC(C)(C)NC(C)(C)C2)c(C)c1C,4,0,8,3,-2,-2,20,8
COc1ccc(/C=N/n2cnc3c([nH]c4ccc(F)cc43)c2=O)cc1CSc1ccccn1,-6,12,3,-2,-15,-2,-218,0
O=c1c2c3c(sc2nc2n1N=C(c1cccs1)CS2)CCCC3,3,-23,-16,-8,18,8,-13,-10
Cc1c(C(=O)N2CCN(c3ccccc3)CC2)sc2nc3n(c(=O)c12)CCC3,-2,-4,-2,-4,1,2,4,2
N/C(COc1ccccc1)=N\NC(=O)c1cccnc1Oc1ccccc1,4,-36,-14,-24,7,2,28,-10
O=C(NCCSc1ccccc1)c1ccccc1F,-4,.,.,-2,.,-1,12,.
CCCNC(=O)c1ccccc1NC(=O)Nc1ccccc1C,-9,-3,-1,-3,-7,1,-76,-1
CCOc1ccc(NC(=O)COC(=O)c2c(OC)cccc2OC)cc1,-7,5,-4,5,2,-1,26,-2
COc1ccc(C(=O)C2CCCN(C(=O)Cc3c(C)noc3C)C2)cc1OC (stereo not drawn),-6,21,7,3,2,0,8,4
CCN1C(Nc2ccccc2)=NC[C@@H]1C,-4,-4,11,10,-5,-2,8,-11
CCN1CCCC(NC(=O)c2cc([N+](=O)[O-])ccc2OC)C1 (stereo not drawn),-4,-10,-10,-6,-6,1,11,-4
CCn1cc(/C=N\NC(=O)c2c[nH]c3ccccc23)c(C)n1,-13,0,0,0,-1,3,16,5
O=C(NCCc1ccccc1)c1ccc2c(c1)S(=O)(=O)c1ccccc1C2=O,6,0,6,6,16,-2,26,0
Cc1ccccc1/C=N/NC(=O)Cn1cnc([N+](=O)[O-])n1,-7,-1,-5,-8,1,2,33,1
CCCc1nc(NCc2ccco2)c(C#N)c2c1COC(C)(C)C2,-5,-3,0,0,-5,-2,-400,10
CN(Cc1nc2ccccc2c(=O)[nH]1)C(=O)COc1ccccc1Cc1ccccc1,2,4,-8,-5,24,1,7,-2
C/C(=N\Nc1cc(Cl)nc(C)n1)c1ccc(C)cc1,-5,-4,-4,17,11,1,15,-3
Cc1ccccc1N(Cc1nnc2n1CCCCC2)C(=O)Nc1ccccc1,0,-6,-5,0,-3,2,17,-5
Cc1ccc(C2(C)NC(=O)N(CC(=O)NCc3ccccc3Cl)C2=O)cc1 (stereo not drawn),-5,6,-3,5,5,2,7,1
COc1c(C)cccc1C(=O)Nc1ccc(CN2CCCCC2)cc1,2,-12,1,4,-3,3,0,1
O=C(C[C@H]1C[C@H](C(=O)N2CCCCC2)[C@@]2(CCc3ccccc3)c3[nH]c4ccc(Cl)cc4c3CCN2C1=O)NCCCn1ccnc1,3,.,.,11,61*,0,9,-2
Cc1cc(C)nc(NC(=S)Nc2cccc(Cl)c2Cl)c1,3,4,2,-7,6,1,1,2
CC(C)(C)NC(=O)C(c1ccncc1)N(C(=O)Cn1nnc(-c2ccc(F)cc2)n1)c1cccc(F)c1 (stereo not drawn),-7,-6,-8,6,15,0,23,-2
COc1ccc([C@H]2CC(=O)C=C(c3ccc(OC(F)(F)F)cc3)C2)cc1OC,4,-8,0,32,15,-2,2,2
O=S(=O)(Nc1ccc(Br)cc1)N1CCOCC1,-3,-2,-2,1,-2,0,6,10
O=C(O)C(CC1CCCCC1)N1CCS(=O)(=O)CC1 (stereo not drawn),-4,2,4,-15,-14,0,8,-5

# Bioassay records as filed in PubChem.
